Source: PubChem (several laboratories)
HTR5A inv ctr = HTR5A inverse agonists in luminescence cell assay, primary screen, counter-screen for OPRM1-OPRD1 heterodimer inverse agonist project, full-deck HTS. 5-hydroxytryptamine receptor 5A (Homo sapiens), P47898. HTR5A cell line, inverse agonism. inhibition, % at 9.3 µM. 340,000 compounds, 0.083% hits. AID 504634, 2011; in the data active = inhibition mostly above about 23%, no sharp cut-off; inactive = mostly below about 18%;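 also: 0% = cells with DMSO and 100% = no-cell wells with DMSO; some compounds called inactive have numbers as strong as hits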
Target sequence (P47898 whole entry, looked up): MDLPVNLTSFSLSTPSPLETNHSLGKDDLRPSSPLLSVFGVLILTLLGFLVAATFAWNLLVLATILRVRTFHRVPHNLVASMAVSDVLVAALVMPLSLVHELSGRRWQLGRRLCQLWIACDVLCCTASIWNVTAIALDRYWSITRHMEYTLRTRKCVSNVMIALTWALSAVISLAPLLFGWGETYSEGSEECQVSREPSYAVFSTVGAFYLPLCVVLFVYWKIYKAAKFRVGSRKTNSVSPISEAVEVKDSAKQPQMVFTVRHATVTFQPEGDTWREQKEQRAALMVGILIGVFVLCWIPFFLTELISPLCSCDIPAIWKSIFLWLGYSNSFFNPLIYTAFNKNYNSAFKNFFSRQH
CDK5 p35 inh = inhibitors of human CDK5/p35 kinase, primary screen, biochemical, single concentration; Cyclin-dependent kinase 5 (Homo sapiens) + Cyclin-dependent kinase 5 activator 1 (Homo …; Recombinant CDK5/p35, ADP-Glo luminescence, 60 min; inhibition, % at 10 µM; 330,000 compounds, 0.01% hits;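 active = highest replicate inhibition of at least 50% and at least 75% of replicates reaching 50%; inconclusive = only one of the two criteria met; inactive = both criteria failed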;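 also: plate controls were DMSO neutral control for no effect and GW8510 at 10 µM for full effect; many of its hits are not listed in these tables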
SR-BI DiI inh = inhibitors of SR-BI mediated HDL lipid uptake, primary screen, ldlA[mSR-BI] cells, fluorescence, single point | Scavenger receptor class B member 1 (Mus musculus), Q61009 | ldlA[mSR-BI] CHO cells, DiI-HDL uptake fluorescence, 3 h | inhibition, % at 12.5 µM | 320,000 compounds, 0.96% hits;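 active = mean replicate inhibition of at least 70% and a set share of replicates each scoring 70 or more; inconclusive = meets just one of the two criteria; inactive = fails both criteria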;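 also: 0% = median of neutral control wells and 100% = median of positive control wells; values of inactives mirror those of a sister screen read the other way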
Target sequence (Q61009 whole entry, looked up): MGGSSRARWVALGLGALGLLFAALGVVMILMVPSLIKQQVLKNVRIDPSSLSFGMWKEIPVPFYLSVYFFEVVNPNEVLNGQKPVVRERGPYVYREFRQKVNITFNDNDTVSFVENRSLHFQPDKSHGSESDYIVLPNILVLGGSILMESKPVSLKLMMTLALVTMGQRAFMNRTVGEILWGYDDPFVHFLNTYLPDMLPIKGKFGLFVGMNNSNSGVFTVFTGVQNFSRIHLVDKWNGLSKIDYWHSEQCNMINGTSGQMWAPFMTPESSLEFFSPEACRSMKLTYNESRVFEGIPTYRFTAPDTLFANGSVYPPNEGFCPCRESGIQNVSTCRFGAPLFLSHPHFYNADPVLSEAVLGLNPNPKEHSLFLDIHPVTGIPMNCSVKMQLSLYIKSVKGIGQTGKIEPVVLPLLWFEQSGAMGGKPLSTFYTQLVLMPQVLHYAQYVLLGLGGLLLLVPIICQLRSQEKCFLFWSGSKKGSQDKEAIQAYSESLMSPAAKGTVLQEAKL
V-ATPase pHluor = regulators of yeast V-ATPase proton pumping, primary screen, pHLuorin cytosolic pH fluorescence; AID 504577, 2011; S. cerevisiae; response, % at 10 µM; 350,000 compounds, 0.37% hits; in the data active = response mostly above about 7.3%, no sharp cut-off; inactive = mostly below about 5.4%; also: actives read high; inactives centre near 0; some compounds called inactive have numbers as strong as hits; reference of the scale not given here
Wnt act = Wnt/beta-catenin pathway activators, primary screen, cell-based, plate reader, single point | Wnt/beta-catenin reporter cell assay, activator | 300,000 compounds, 1.2% hits | activation, % at 9.35 µM; in the data active = activation above about 30%, passing the limit was not always enough; inconclusive = no clear call, values can overlap the other calls;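 also: 0% = neutral control wells and 100% = positive control wells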
NSD2 inh = NSD2 histone methyltransferase inhibitors, primary screen, biochemical, AlphaScreen, single concentration, set 2. 310,000 compounds, 0.54% hits. inhibition, % at 12.5 µM. AID 743445, 2014. NSD2 peptide methylation, 120 min; in the data active = inhibition above about 50%
MITF TRPM1 HTS = activators of MITF-driven TRPM1 promoter reporter, primary screen, cell-based, SK-MEL-5, luciferase, single point; SK-MEL-5 TRPM1-promoter luciferase, 24 h; % of positive control, neutral wells = 0; activation, % at 12.5 µM; 300,000 compounds, 0.75% hits; AID 588334, 2011;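 active = mean activation of at least 80% with every replicate also reaching 80%; inconclusive = mean reaches 80% but some replicate falls short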;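 also: 0% = neutral control wells and 100% = parthenolide positive control wells; values of inactives mirror those of a sister screen read the other way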
HTR5A ag ctr = HTR5A agonists in luminescence cell assay, primary screen, counter-screen for OPRM1-OPRD1 heterodimer agonist project, full-deck HTS | activation, % at 9.3 µM | 340,000 compounds, 0.61% hits | cell-based | AID 504692, 2011; in the data active = activation mostly above about 9.5%, no sharp cut-off; inactive = mostly below about 7.6%;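 also: 0% = cells with vehicle only and 100% = reference agonist; strong numbers were not always called active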
PvdQ acylase = P. aeruginosa PvdQ acylase inhibitors, primary screen, biochemical, fluorescence, plate reader and imaging, single point; PvdQ acylase [Pseudomonas aeruginosa LESB58]; purified PvdQ acylase; inhibition, % at 10 µM; 340,000 compounds, 0.063% hits; AID 488965, 2010; in the data active = inhibition above about 30%, passing the limit was not always enough; inconclusive = no clear call, values can overlap the other calls;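 also: 0% = vehicle neutral wells and 100% = reference inhibitor wells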
dFosB activator = activators of delta FosB homodimer, primary screen, biochemical, fluorescence polarization, TAMRA-CDK5 oligo, single point; 340,000 compounds, 0.99% hits; purified delta FosB; percent of positive-control signal above neutral wells; Protein FosB (Mus musculus), P13346; AID 493131, 2011; activation, % at 25 µM;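 active = mean activation above about 17%, with every replicate also reaching it, limit read from the data, passing the limit was not always enough; inconclusive = only one of the two conditions met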;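 also: fluorescence polarization rise as delta FosB binds a TAMRA Cdk5 AP-1 oligo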
Active calls of the source: *; u = inconclusive; x = no result given.

SMILES	HTR5A inv ctr	CDK5 p35 inh	SR-BI DiI inh	V-ATPase pHluor	Wnt act	NSD2 inh	MITF TRPM1 HTS	HTR5A ag ctr	PvdQ acylase	dFosB activator
CCn1c(SCC(=O)NNC(=O)c2ccc(OC)cc2)nnc1C1CC1	-19	-0.8	x	-5	2	4	-7	-3	-1	-5
COc1ccc2c(c1)C(C1=C(O)CC(C)(C)CC1=O)C1=C(CC(C)(C)CC1=O)O2 (centres undefined)	18	0.7	-11	4	x	0	10	4	-7	-9
NCCc1c(-c2ccccc2)n(-c2ccccc2)c2ccccc12	-10	0.7	4	-2	-1	60*	-53	14*	-6	1
O=C(NCCC1CCCCN1S(=O)(=O)c1ccccc1)C(=O)NC1CC1 (centres undefined)	-13	-0.3	-18	5	-5	0	5	5	-5	-1
C=Cc1cccc(NC(=O)c2ccc(NC(=O)c3ccco3)cc2)c1	-11	1.2	92*	-1	2	3	6	4	-2	2
O=S(=O)(N/N=C/c1ccc(F)cc1)c1ccccc1	0	1.3	-9	-2	0	-1	-1	1	2	2
Cc1cc(C(=O)N/N=C/c2ccco2)c2ccccc2n1	-13	-0.3	-45	0	-6	-1	1	5	1	1
CC(C)C(CO)NC(=O)CC(=O)NC(CO)C(C)C (centres undefined)	-20	-2.4	-24	5	-2	-1	-3	-3	-8	4
Cc1cc2nc(CO)[nH]c2cc1C	-3	0.8	-13	-1	2	-1	1	1	9	-3
Nc1ccccc1-c1nnc(-c2ccccc2N)n1N	-18	-0.3	-18	1	-1	-3	-11	-1	-17	2
Cc1cc(NC(=O)CSCC(=O)Nc2nc3c(C)cccc3s2)no1	26	0.0	-9	-4	-2	0	-9	-10	12	-5
Cc1ccc(S(=O)(=O)N2CC(O)C[C@H]2C(=O)OCC(=O)Nc2ccc(N3CCOCC3)cc2)cc1C (some centres undefined)	15	-0.3	-9	1	1	-1	12	1	-12	-2
CC(=O)c1sc(NC(=O)c2cccc(C)c2)nc1C	-10	-0.8	46	-1	7	-5	41	4	-15	-26
CCOC(CNC(=O)c1cccn2c(=O)c3c(C)c(C)sc3nc12)OCC	16	-4.7	6	-5	1	-3	-6	-5	-23	-8
COc1ccccc1N1CCN(c2nccc(C)n2)CC1	-12	-1.4	-11	-3	-2	-1	21	3	-15	-2
COC(=O)CNC(=O)C1CCCN1C(=O)CNC(=O)OCc1ccccc1 (centres undefined)	-5	-2.0	-17	1	5	-1	-1	1	-12	9
C=CCOn1c(-n2nc(C)cc2C)nc2ccccc2c1=O	-12	1.3	-26	-1	-1	1	-3	3	-17	-8
CC(C)n1c(=S)[nH]c2ccccc2c1=O	-16	1.0	-14	5	x	0	0	1	-5	0
Cc1cccc(-n2nc3c(c2NC(=O)C2CC2)CS(=O)(=O)C3)c1C	-6	1.0	4	-1	0	-3	5	-1	-4	1
CN(CC(=O)Nc1ccc(C#N)cc1)Cc1ccc(Cl)cc1Cl	-15	-0.1	17	3	-3	-4	-12	6	-14	-10
Cc1cccc(NC(=O)c2cccc(OC(=S)N3CCOCC3)c2)c1C	-9	0.6	2	1	8	-1	20	-1	-1	2
Cc1ccc(S(=O)(=O)Nc2cccc(-c3ccc4nnc(C)n4n3)c2)s1	-3	-1.0	9	0	x	0	12	2	-19	4
COc1ccc(CC(NC(C)=O)C(=O)NC2CCN(c3nc(C)cc(C)c3C#N)CC2)c(OC)c1 (centres undefined)	6	0.6	20	-5	-10	3	-4	-5	-8	3
Cc1ccc(S(=O)(=O)N2CCOCC2)cc1NC(=O)COc1ccccc1Cc1ccccc1	-4	-1.0	-20	2	-4	-3	5	1	-10	-7
COc1ccc(C(=O)Nc2c(Cl)cc(Cl)cc2C(=O)NCCN2CCOCC2)cc1	6	-0.7	1	5	0	-1	-17	-2	-11	1
CCCSC1=N/C(=C\c2ccc3c(c2)OCO3)C(=O)S1	-20	1.5	-14	-1	5	-2	4	7	2	-5
Cc1ccc(Cn2c(=O)c3ccccc3n3c(SCC(=O)N4CCCCC4C)nnc23)cc1 (centres undefined)	10	-0.6	-3	-1	x	-2	1	-1	-6	-8
COc1ccc(CN(Cc2cccn2C)S(=O)(=O)c2ccc(F)cc2)cc1	-2	-1.1	47	1	-4	29	x	3	-8	0
CCOc1ccccc1/C=C(/NC(=O)c1ccccc1)C(=O)N(CC)CC	2	0.6	1	0	1	0	-7	4	28	-6
O=C(Nn1cnnc1)C1CCCN1S(=O)(=O)c1ccc(F)cc1 (centres undefined)	-7	-0.4	-31	-2	x	0	-1	4	-9	1
COc1ccc(CC(=O)Nc2c(C(=O)N3CCN(c4ncccn4)CC3)oc3ccccc23)cc1OC	13	0.2	22	-2	-2	1	6	-1	-2	1
CCOc1ccc(NC(=O)C2CCCN2C(=O)Oc2ccccc2)cc1 (centres undefined)	-10	1.4	-7	3	-4	1	2	4	-12	2
O=C(NCc1n[nH]c(=S)n1-c1cccc(Cl)c1)c1ccc(S(=O)(=O)N2CCCCC2)cc1	-4	0.4	x	-1	-1	-1	-3	1	-5	-10
Cc1ccc(S(=O)(=O)N(C)C)cc1NC(=S)N(C)C1CCN(C)CC1	-1	0.6	-7	-3	0	-4	3	0	-10	-7
CCC(CC)c1nnc(NC(=O)CCNC(=O)c2ccccc2Cl)s1	-12	0.5	-5	-3	-1	-1	-5	-4	-13	-8
NC(=O)c1ccccc1NC(=O)CCCN1C(=O)CCC1=O	-6	-0.8	-17	0	x	1	-7	2	-14	-8
Cn1ncc(Cl)c1C(=O)N1CCN(S(=O)(=O)c2ccc(F)cc2)CC1	12	0.8	1	3	-2	-1	1	0	-12	9
Cc1cc(C(F)(F)F)n(-c2ccc(N)cc2)n1	-3	1.5	21	2	3	0	1	1	5	-4
Cc1ccc(NC(=O)c2ccc(Cl)c(S(=O)(=O)N3CCCCCC3)c2)nc1	-2	1.3	21	3	0	-2	-9	1	-6	-16
COc1ccc(NC(=O)Nc2ccon2)c(OC)c1	-8	-1.8	9	-2	-2	0	19	3	-11	-6
O=C(CCC(=O)N1CCN(S(=O)(=O)c2ccc(Cl)cc2)CC1)Nc1ccc2ccccc2c1	-11	2.7	-12	0	-9	-3	-10	3	0	-8
Cn1c(=O)n(CC(N)=O)c2ccccc21	x	-0.1	3	1	x	-2	-10	x	-8	-3
COC(=O)c1cc2c(cc1Cl)N1CCCCCC1=NS2(=O)=O	4	-0.7	x	-1	-2	-5	-2	2	-5	6
CC(=O)c1cccc(NC(=O)CSc2nnnn2C2CCCC2)c1	1	0.1	-4	-1	-2	x	-3	-1	-2	-8
Cc1c(C)n(C)c2ccc(C(=O)NCc3cccs3)cc12	-18	-0.4	34	-1	-2	x	9	7	-1	-9
CC1=NN(C(=O)c2ccccc2Br)C(O)(c2cccnc2)C1 (centres undefined)	-3	1.7	-14	1	-3	-2	-9	-1	-2	-4
CCN(CC)S(=O)(=O)c1cccc(NC(=O)COC(=O)CCc2nc3ccccc3s2)c1	-15	0.2	-17	3	0	3	1	2	-13	-2
CNC(=O)N/N=C(\N)c1ccccn1	9	0.5	-18	1	13	-2	15	-4	-4	-4
CCC(Oc1ccc(C)c(C)c1)C(=O)N1CCCN(C)CC1 (centres undefined)	-2	0.6	3	3	2	2	-4	0	-7	-6
Cc1cccc(-n2ccnc2SCC(=O)Nc2cccc(S(=O)(=O)NC3=NCCC3)c2)c1C	13	0.0	19	0	-2	3	-7	-5	-5	0
CC(=O)Nc1cccc(NC(=O)CSc2nc(=O)n(CCN3CCOCC3)c3c2CCC3)c1	-2	0.2	-4	-1	1	0	3	1	2	-6
COc1ccc(/C=N/N2CCN(c3ccncc3S(=O)(=O)N3CCCCC3)CC2)cc1	15	-0.3	2	-1	x	0	1	-6	-6	-16
C(=N\NC1=Nc2cccc3cccc1c23)/c1ccccn1	-17	1.2	48	0	-6	0	4	6	-11	-2
O=C(NC1CCCC1)C(c1ccccc1)N(C(=O)c1ccco1)C1CCCC1 (centres undefined)	16	0.1	-8	-2	-5	3	2	-1	-10	-3
Nc1nc(SCc2nc(-c3ccccc3)no2)[nH]c(=O)c1-c1ccccc1	-25	0.9	-14	10	0	2	-2	9	4	-7
CN(C)c1ccc(CN2CCCC(O)C2)cc1 (centres undefined)	-12	0.0	0	1	-2	-1	x	-5	-10	-2
CC(=O)OC(C)(C)C1Cc2cc3ccc(=O)oc3cc2O1 (centres undefined)	8	-0.4	2	2	5	-2	34	-2	-12	-3
CCCCCCc1ccc(N2C[C@H](CCCCC)[C@@H](CC(=O)NCc3ccccc3)C2=O)cc1	13	0.9	u	-1	-6	x	-1	-5	-16	-8
COc1cc(NC(=O)c2ccco2)c(C(=O)OCC(=O)Nc2ncc(Cl)cc2Cl)cc1OC	36	-2.7	5	1	-1	0	-1	4	-14	-9
CCN(CC)CCN(C(=O)Cn1nnc(-c2ccc(C)o2)n1)C(C(=O)NC(C)(C)C)c1cccs1 (centres undefined)	7	0.3	-9	2	-2	8	1	-3	-12	-9
Next results
SMILES	HTR5A inv ctr	CDK5 p35 inh	SR-BI DiI inh	V-ATPase pHluor	Wnt act	NSD2 inh	MITF TRPM1 HTS	HTR5A ag ctr	PvdQ acylase	dFosB activator
Cc1cc(/C=N/NC(=O)c2cccs2)c(C)n1-c1ccccc1	16	-0.3	20	6	0	-3	-2	-2	-9	-8
CN(C)S(=O)(=O)N1CCC(Cc2ccccc2)CC1	4	1.7	-5	1	-1	-1	12	0	-13	2
COCc1cc(=O)[nH]c(SCCS(=O)(=O)c2ccc(C)cc2)n1	-6	0.2	-23	0	11	-1	-7	2	0	-2
Cc1ccccc1C(=O)NCCNC(=O)c1cnccn1	-15	2.3	x	-6	-1	-3	x	5	16	2
O=C(CN1C(=O)NC2(CCCCCC2)C1=O)c1ccccc1	13	-0.2	-5	1	4	0	-4	1	-16	-7
CCCc1cc(=O)oc2cc(O[C@@H]3O[C@H](CO)[C@@H](O)[C@H](O)[C@H]3O)ccc12	-11	1.4	x	-1	-1	1	3	3	-13	-3
Nc1cccc2c(=O)c3ccccc3[nH]c12	-9	-0.5	x	-3	0	-2	-19	4	-5	-3
Cc1ccc2c(c1)N(CC(=O)N1CCCC(C)C1)C(=O)CO2 (centres undefined)	1	-0.5	-2	3	-2	33	-3	2	-13	11
COc1cc(C(=O)N2CCN(c3ccccc3)CC2)c([N+](=O)[O-])cc1OC	-14	0.8	-7	-1	-1	-2	8	6	-5	-3
